# GSTO1 counter: inhibitors of recombinant GSTO1, primary screen, counter-screen for RBBP9 inhibitor project, biochemical, fluorescence polarization. activity-based probe fluorescence polarization. Glutathione S-transferase omega-1 (Homo sapiens), P78417. inhibition, % at 5.96 µM. 300,000 compounds, 1.1% hits;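 active = inhibition above the campaign mean inhibition plus 3 SD, cut at about 35% in these data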;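 also: 0% = GSTO1-1 with DMSO and 100% = wells lacking GSTO1-1 enzyme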
# pPAFAH inh: pPAFAH enzyme inhibitors, primary screen, biochemical, fluorescence polarization, human | recombinant pPAFAH, FP-rhodamine probe fluorescence polarization | inhibition, % at 3.39 µM | 330,000 compounds, 1.5% hits | AID 463082, 2010;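 active = inhibition above the mean inhibition across the screen plus 3 SD, cut at about 25% in these data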;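 also: inhibitors block binding of the rhodamine activity-based probe so polarization drops; 0% = enzyme with DMSO and 100% = wells lacking pPAFAH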
# Target sequence (Q13093 whole entry, looked up): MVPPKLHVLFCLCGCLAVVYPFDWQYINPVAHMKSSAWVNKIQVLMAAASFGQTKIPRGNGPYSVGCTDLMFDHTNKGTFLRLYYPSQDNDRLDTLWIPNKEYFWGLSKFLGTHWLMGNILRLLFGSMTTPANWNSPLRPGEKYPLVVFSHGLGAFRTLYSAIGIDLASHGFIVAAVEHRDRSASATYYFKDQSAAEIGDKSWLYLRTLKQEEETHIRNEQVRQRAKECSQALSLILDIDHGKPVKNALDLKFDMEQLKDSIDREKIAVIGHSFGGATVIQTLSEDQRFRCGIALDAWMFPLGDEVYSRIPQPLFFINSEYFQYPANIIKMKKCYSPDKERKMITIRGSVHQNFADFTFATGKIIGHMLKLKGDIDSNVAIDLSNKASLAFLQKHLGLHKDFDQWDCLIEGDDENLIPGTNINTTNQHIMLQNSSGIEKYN
# PAFAH1B2 FP inh: PAFAH1B2 enzyme inhibitors, primary screen, biochemical, fluorescence polarization, human; Platelet-activating factor acetylhydrolase IB subunit alpha2 (Homo sapiens), P68402; recombinant PAFAH1B2, FP-rhodamine activity probe; inhibition, % at 3.39 µM; 340,000 compounds, 1.2% hits;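 active = inhibition above the mean of all tested compounds plus 3 SD, cut at about 24% in these data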;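 also: 0% = enzyme with DMSO and 100% = wells lacking PAFAH1B2; many of its hits are not listed in these tables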
# Target sequence (P68402 whole entry, looked up): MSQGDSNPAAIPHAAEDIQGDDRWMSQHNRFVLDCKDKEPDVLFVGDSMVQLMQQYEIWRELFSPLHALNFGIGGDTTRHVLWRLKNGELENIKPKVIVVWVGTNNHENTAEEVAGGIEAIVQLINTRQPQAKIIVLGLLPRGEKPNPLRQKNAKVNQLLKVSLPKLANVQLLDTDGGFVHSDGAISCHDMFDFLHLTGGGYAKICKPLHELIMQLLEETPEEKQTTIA
# PAD4 FP inh: human PAD4 inhibitors, primary screen, biochemical, fluorescence polarization, 1536-well format; recombinant PAD4, RCA probe fluorescence polarization; inhibition, % at 6.36 µM; 330,000 compounds, 0.41% hits; AID 485272, 2010;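 active = percent inhibition above a cutoff equal to the mean of all tested compounds plus 3 SD, cut at about 15% in these data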;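 also: 0% = PAD4 with RCA probe and DMSO and 100% = probe without PAD4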
# LYPLA1 inh: LYPLA1 inhibitors, primary screen, counter-screen for PME1 inhibitor project, biochemical, fluorescence polarization, FP-Rh probe ABPP. recombinant LYPLA1. inhibition, % at 5.9 µM. 320,000 compounds, 0.16% hits. AID 2174, 2009;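 active = inhibition above the mean of all tested compounds plus 3 SD, set per campaign, cut at about 14% in these data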;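 also: inhibitors block serine hydrolase probe labeling of LYPLA1 so polarization falls; 0% = enzyme with DMSO and 100% = wells lacking LYPLA1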
# PME-1 inh: PME-1 inhibitors via competitive probe labeling, primary screen, biochemical, fluorescence polarization, FP-Rh probe, HTS. 320,000 compounds, 0.53% hits. inhibition, % at 5.9 µM. Protein phosphatase methylesterase 1 (Homo sapiens), Q9Y570. recombinant PME-1;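 active = inhibition above the campaign mean of all compounds plus 3 SD, cut at about 26% in these data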;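 also: competitive labeling of PME-1 active site by serine hydrolase directed probe; 0% = PME-1 with DMSO and 100% = wells lacking PME-1 enzyme; inhibitors block probe labeling so polarization falls and inhibition rises; many of its hits are not listed in these tables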
# Target sequence (Q9Y570 whole entry, looked up): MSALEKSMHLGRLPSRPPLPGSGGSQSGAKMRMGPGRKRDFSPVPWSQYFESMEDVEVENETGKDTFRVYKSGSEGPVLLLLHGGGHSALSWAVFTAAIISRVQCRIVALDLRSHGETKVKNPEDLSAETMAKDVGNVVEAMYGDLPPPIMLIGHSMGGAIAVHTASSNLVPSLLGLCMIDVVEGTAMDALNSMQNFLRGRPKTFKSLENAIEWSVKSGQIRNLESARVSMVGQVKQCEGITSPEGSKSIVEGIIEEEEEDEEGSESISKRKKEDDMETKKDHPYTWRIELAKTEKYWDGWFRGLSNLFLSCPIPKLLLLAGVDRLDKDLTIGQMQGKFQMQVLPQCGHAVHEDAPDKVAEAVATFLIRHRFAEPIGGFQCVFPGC
# PAFAH2 FP inh: PAFAH2 enzyme inhibitors, primary screen, biochemical, fluorescence polarization, human | 340,000 compounds, 0.99% hits | recombinant PAFAH2, FP-rhodamine activity probe | Platelet-activating factor acetylhydrolase 2, cytoplasmic (Homo sapiens), Q99487 | inhibition, % at 3.39 µM;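 active = inhibition above the mean over all tested compounds plus 3 SD, cut at about 30% in these data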;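 also: inhibitors block probe labeling of enzyme so polarization drops; 0% = enzyme with DMSO and 100% = wells lacking PAFAH2 protein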
# PAFAH1B3 inh: PAFAH1B3 enzyme inhibitors, primary screen, biochemical, fluorescence polarization, human; Platelet-activating factor acetylhydrolase IB subunit alpha1 (Homo sapiens), Q15102; recombinant PAFAH1B3, FP-rhodamine probe; inhibition, % at 3.39 µM; 340,000 compounds, 0.28% hits;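 active = inhibition above the screen-wide average of all tested compounds plus 3 SD, cut at about 25% in these data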;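 also: 0% = enzyme with DMSO only and 100% = wells lacking PAFAH1B3 protein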
# Fam108B counter: mouse Fam108B serine hydrolase inhibitors, primary screen, counter-screen for RBBP9 inhibitor project, biochemical, fluorescence polarization; recombinant Fam108B, FP-Rh probe fluorescence polarization; inhibition, % at 9.51 µM; 300,000 compounds, 0.33% hits; AID 1947, 2009;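 active = inhibition above the screen mean inhibition plus 3 SD, computed separately per campaign, cut at about 18% in these data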;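 also: inhibitors lower polarization as less probe binds the enzyme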
# Starred values were filed as active, the others as inactive; · = no result given. This is a subset; count on the stated rates, not on these rows.
# Values run as follows: GSTO1 counter	pPAFAH inh	PAFAH1B2 FP inh	PAD4 FP inh	LYPLA1 inh	PME-1 inh	PAFAH2 FP inh	PAFAH1B3 inh	Fam108B counter
- CC(=O)N1c2ccc(S(=O)(=O)NCC3CCC(C(=O)NC4CCCCC4)CC3)cc2CC1C (stereo not drawn)
→ 5.8	4.4	7.0	-1.9	6.0	-3.6	-6.0	-5.0	1.8
- CCC(=O)Nc1cccc(NC(=O)c2ccccc2Br)c1
→ 0.5	5.1	3.2	1.0	-1.4	7.5	1.6	-1.5	1.4
- CC#CCN1c2ccccc2[C@]23C[C@@H](C(=O)OC)N(C(C)=O)C2=NC(C(=O)OC)=C(C(=O)OC)[C@H]13
→ 6.3	4.4	-0.9	0.9	1.0	1.7	-6.1	1.3	1.9
- Cc1ccc(NC(=S)N(CCCN2CCOCC2)Cc2ccccn2)cc1Cl
→ -1.3	2.4	5.4	-1.2	-2.0	4.7	-7.8	11.5	2.5
- C=CCN1C(=O)/C(=C/c2ccsc2)SC1=S
→ -7.3	0.8	-2.2	-2.4	5.5	2.6	1.1	18.5	2.0
- CNC(=O)c1sccc1S(=O)(=O)Cc1c(Cl)cccc1Cl
→ 7.8	-1.0	3.9	0.2	-4.3	0.6	2.2	9.7	-7.0
- Cc1c(-c2nnc(-c3ccc(C(F)(F)F)cc3)o2)cnn1-c1ccccc1
→ -6.7	-2.4	3.3	2.0	1.6	2.7	-1.4	4.8	1.2
- COC(=O)c1cc(C#N)c(N2CCOCC2)nc1C
→ -1.0	0.3	3.4	0.8	2.6	4.9	-3.3	6.8	-0.4
- O=C(Nc1cccc(-n2cnnn2)c1)c1ccccc1Br
→ -8.6	1.6	0.3	-3.8	-0.5	1.3	-1.4	8.9	4.3
- Cc1ccc(NC(=O)COc2cccc3ccc(C)nc23)c(Br)c1
→ 0.3	-1.1	-1.0	-8.0	-1.6	9.8	1.7	-11.6	-10.0
- Cc1ccc(C(=O)C(C)OC(=O)C2=COCCO2)cc1C (stereo not drawn)
→ -1.8	6.2	1.3	-0.4	-3.5	-6.0	4.2	-7.7	-1.4
- CC(C)(C)C(=O)NC(=S)N1CCc2ccccc21
→ 15.9	4.2	2.7	-0.1	1.0	-4.4	-5.2	-1.0	-2.1
- Cc1nn(-c2ccccc2)c2c1C(O)n1c(nc3ccccc31)S2 (stereo not drawn)
→ -0.9	6.3	1.4	-1.5	0.0	5.0	7.9	2.5	-1.9
- COc1cc(C(F)(F)F)ccc1C(=O)NCCc1ccco1
→ -0.4	6.7	6.7	-0.8	0.9	1.0	1.0	-0.7	2.4
- N/C(=N\OC(=O)Cc1ccc(Cl)cc1)c1ccccn1
→ -2.2	4.7	10.5	-2.2	0.8	5.5	-3.4	1.4	-1.5
- CCOc1ccc(NC(=O)COc2ccc3c(c2)OCO3)cc1
→ -2.1	4.9	3.9	4.8	5.7	-11.6	-0.8	9.3	-2.3
- C=CCN1C(=O)c2ccc(C(=O)NCCc3ccc(OC)c(OC)c3)cc2C1=O
→ 0.0	7.8	-1.0	-2.9	1.2	0.6	-0.4	6.3	-2.6
- CCN(CC)c1ccc2cc(C(=O)O)c(=O)oc2c1
→ 6.8	6.4	3.4	1.8	4.3	2.8	-8.6	3.5	3.7
- Cc1cc(-c2ccc(C(C)C)c(S(=O)(=O)N3CCN(c4ccccc4)CC3)c2)on1
→ -5.6	3.4	2.9	0.0	-1.2	-0.5	4.0	-0.5	-2.1
- CCOc1ccccc1N1CCN(Cc2cnc(-c3ccccc3)[nH]2)CC1
→ 6.3	-0.6	6.4	1.3	-2.5	-1.9	-4.5	1.0	1.3
- Cc1ccc(C(=O)N/C(=C\c2ccc(Cl)cc2)C(=O)NCCCN2CCOCC2)cc1
→ -2.9	1.3	1.1	-0.2	-3.2	-4.4	-2.5	3.7	-0.2
- CC1CCN(c2cc(=O)n(C3CCCCC3)c(=O)[nH]2)CC1
→ 4.4	-0.9	-0.2	4.0	-1.2	-1.1	-0.8	8.3	1.1
- O=C(Cn1nc(Cl)nc1Cl)c1ccc([N+](=O)[O-])cc1
→ 5.4	1.3	6.0	1.5	0.1	3.4	1.0	4.3	-0.4
- CSC1CCCCC1(O)CSc1nc2c(cc1C#N)CCCC2 (stereo not drawn)
→ 1.8	6.9	0.1	4.3	-2.5	2.5	-1.8	0.9	-4.5
- O=C(NC1CCCCC1)c1c2c(nc3ccccc13)CCC2
→ 10.0	10.1	-2.2	-7.8	1.3	8.4	5.6	12.4	0.4
- CCCOC(=O)CC1C(=O)NCCN1Cc1ccccc1C (stereo not drawn)
→ 2.1	-2.1	2.7	-3.4	1.3	-5.2	1.7	0.8	-0.2
- Cc1c(Cl)cccc1NC(=S)N1CCN(c2ccccn2)CC1
→ -0.1	-4.7	-3.0	-9.0	-4.4	-1.6	-2.8	2.2	-5.3
- Cc1csc(SC(C)C(=O)Nc2ccc(F)cc2Cl)n1 (stereo not drawn)
→ ·	-0.4	4.1	1.0	·	·	4.9	12.3	·
- CCCCC(CCC(=O)O)(C(=O)OCC)c1csc(Nc2ccccc2)n1 (stereo not drawn)
→ -5.6	-1.2	9.2	2.8	-1.1	-2.3	5.5	9.0	-2.2
- C=CCn1c(=S)[nH]c2ccccc2c1=O
→ 2.3	-0.6	0.1	-0.1	0.2	2.8	-3.1	1.7	2.0
- CCCN(CCC)S(=O)(=O)c1ccc(C(=O)Nc2ccc(OCC(=O)N3CCOCC3)cc2)cc1
→ -4.8	-3.6	-2.9	-5.7	-6.3	5.2	2.3	3.8	0.9
- COc1ccc(OCCOc2ccc(C)nc2[N+](=O)[O-])cc1
→ 0.2	4.6	0.8	-0.3	-1.0	3.1	2.7	-0.9	0.6
- Cc1ccc(C2CCN(C(=S)Nc3cccc(Cl)c3)C2)cc1 (stereo not drawn)
→ -10.2	-0.7	-1.0	0.0	-14.9	-12.5	-4.1	10.6	-1.6
- CCN(CC(O)COCc1ccc(Cl)cc1)C1CCCCC1 (stereo not drawn)
→ -2.0	-2.3	0.8	-4.3	2.1	2.6	4.0	1.9	1.6
- O=C(NNC(=O)C1C2CCC(C2)C1C(=O)O)c1ccc(Cl)cc1 (stereo not drawn)
→ 4.3	4.0	-1.5	-3.9	1.1	0.4	-0.5	-2.9	1.0
- O=C(O)C1CCCCC1C(=O)Nc1ccc2c(c1)CCC2 (stereo not drawn)
→ 2.6	0.6	4.3	0.2	-4.8	1.3	-0.5	1.1	7.0
- CCOc1ccc(C(C)=O)cc1Cc1c(O)nc(N)[nH]c1=O
→ 0.1	3.1	·	1.1	-0.9	0.2	·	·	-1.9
- O=C(NCCc1ccc(Cl)cc1)C1CC(=O)N(CCc2ccccc2)C1 (stereo not drawn)
→ -5.4	-1.9	17.5	3.2	2.0	-1.2	-6.7	2.5	3.9
- CCOc1ccc2nc(NC(=O)CSc3nc(SC)ns3)sc2c1
→ -2.3	5.5	0.7	-2.4	0.9	-8.0	5.7	1.3	-1.9
- CCOC(=O)C1CCCN(/C=C2\SC(=S)N(CC)C2=O)C1 (stereo not drawn)
→ 5.2	3.9	1.3	-2.4	2.4	-3.4	-6.8	5.1	-1.3
- COc1ccccc1CNC(=O)c1ccncc1
→ 6.1	0.6	5.0	-2.4	-0.3	-3.4	-6.8	2.4	-1.2
- CCOC(=O)C1C(C(=O)NN)C1C(=O)Nc1ccccc1 (stereo not drawn)
→ 8.7	2.6	1.6	-1.8	-0.9	-0.6	6.3	1.8	0.6
- O=C(NNC(=O)C1CC(c2cccnc2)=NO1)Nc1cccc(F)c1 (stereo not drawn)
→ 3.3	1.6	3.9	0.4	-0.1	-1.3	3.9	6.4	4.4
- CCOc1ccc(NC(=O)CCC(=O)NNC(=O)COc2ccc(C)cc2)cc1
→ 3.3	0.1	6.1	-4.6	-2.8	-2.0	8.2	9.7	-2.4
- CC(=O)Nc1ccccc1C(=O)C(=O)Nc1ccc(C)c(C)c1
→ 4.9	3.4	5.3	-1.1	3.8	3.9	4.8	-2.3	0.3
- Cn1ccnc1SCC(=O)NC1CCCCC1
→ 10.8	-1.4	6.2	-2.2	0.4	-0.5	-1.7	4.9	1.0
- COc1ccc(S(=O)(=O)N2CCOCC2)cc1NC(=O)CSc1ccc(F)cc1
→ ·	0.4	22.2	0.4	-1.4	10.4	1.3	0.5	·
- O=C1C(Cc2cccc([N+](=O)[O-])c2)S/C(=N/N=C/c2ccco2)N1c1ccccc1 (stereo not drawn)
→ 4.0	10.5	3.2	-0.7	-6.5	-1.4	-4.1	10.1	2.1
- CC(=O)CSc1nc2c(c(=O)[nH]c(=O)n2C)n1CCCc1ccccc1
→ -1.3	1.6	-1.6	2.7	-1.0	-3.6	4.5	11.6	1.7
- CC(C(=O)Nc1ccc2c(c1)OCO2)N(c1ccc(Cl)cc1)S(C)(=O)=O (stereo not drawn)
→ 6.4	2.7	4.7	3.7	0.1	2.3	-2.0	0.2	-3.0
- COc1ccc(S(=O)(=O)N2CCN(CCC(=O)Nc3ccc(F)cc3)CC2)cc1
→ 2.5	3.0	2.4	-0.5	-3.6	-0.5	1.6	6.5	-2.1
- CCN1CCOC(CC(=O)Nc2cccc([N+](=O)[O-])c2)C1=O (stereo not drawn)
→ 6.6	23.1	·	3.8	-6.2	0.5	·	·	1.6
- CC(C)C[C@H](NC(=O)N1CCCCCC1)C(=O)O
→ 5.7	1.6	6.4	-1.8	-4.4	-1.6	-2.4	11.1	6.0
- COc1ccc(NC(=O)Nc2nnc(CC(=O)Nc3ccccc3)s2)cc1
→ -7.0	-2.9	2.0	-3.7	-2.8	-1.8	1.0	1.0	-2.8
- CCOC(=O)c1cc(-c2ccccc2)sc1NC(=O)C(C)OC(=O)c1cccc(S(=O)(=O)N(C)C)c1 (stereo not drawn)
→ 1.2	1.5	-2.4	-3.4	-4.0	-2.9	-6.3	3.7	-0.2
- Cc1ccc(C)c(S(=O)(=O)NCCOc2nc(NC(C)C)nc(NC(C)C)n2)c1
→ 0.0	9.8	14.3	2.2	0.6	2.6	2.7	-4.2	2.2
- O=C(Nc1ccc(F)cc1)Nc1ccc(Cl)cn1
→ 7.5	3.4	3.0	0.2	0.2	-5.2	-15.1	0.1	-1.8
- Cc1cc(-n2cnc(-c3cn[nH]c3C)n2)no1
→ 3.2	-4.6	-0.4	0.5	0.4	-0.7	-5.3	5.6	-2.2
- CC(=O)Nc1ccccc1NC(=O)C/C(C)=N/NC(=O)c1ccccn1
→ 1.5	0.7	3.2	-4.6	-1.5	-1.0	3.6	1.7	1.4
- COc1ccc(N2CC(C(=O)O)CC2=O)cc1 (stereo not drawn)
→ 4.6	-0.7	2.0	1.8	0.6	-0.7	-8.7	0.0	-0.6

# Bioassay records deposited in PubChem BioAssay by The Scripps Research Institute Molecular Screening Center.
